12-hLO inh: 12-hLO (ALOX12) enzyme inhibition; purified 12-hLO, xylenol orange hydroperoxide absorbance; Potency, µM (top dose mostly 57.1 µM), for the others: at the highest dose activity change, negative = inhibition, usual class: inhibitors; 150,000 tested, 0.12% active; AID 1452; further: potency means the concentration at half of the fitted maximal effect; nearly all actives have a fitted effect of over 55% in size; many of its hits are not listed in these tables
Target sequence (P18054 whole entry, looked up): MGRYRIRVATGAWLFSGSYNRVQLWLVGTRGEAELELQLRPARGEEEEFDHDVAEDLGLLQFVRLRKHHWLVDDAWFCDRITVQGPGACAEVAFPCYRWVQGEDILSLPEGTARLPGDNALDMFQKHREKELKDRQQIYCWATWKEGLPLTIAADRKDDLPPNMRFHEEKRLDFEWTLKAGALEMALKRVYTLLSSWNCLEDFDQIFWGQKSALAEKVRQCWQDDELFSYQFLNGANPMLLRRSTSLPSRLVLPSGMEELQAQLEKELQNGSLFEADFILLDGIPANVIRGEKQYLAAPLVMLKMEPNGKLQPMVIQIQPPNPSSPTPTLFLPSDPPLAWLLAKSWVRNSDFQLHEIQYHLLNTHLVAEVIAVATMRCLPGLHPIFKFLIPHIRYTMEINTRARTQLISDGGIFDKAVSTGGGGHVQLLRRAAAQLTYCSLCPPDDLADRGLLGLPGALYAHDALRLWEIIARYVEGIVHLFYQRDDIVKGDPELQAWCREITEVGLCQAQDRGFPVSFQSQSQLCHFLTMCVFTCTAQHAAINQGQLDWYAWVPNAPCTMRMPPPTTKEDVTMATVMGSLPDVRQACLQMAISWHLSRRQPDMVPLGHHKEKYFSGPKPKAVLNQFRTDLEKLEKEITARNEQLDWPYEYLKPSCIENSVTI
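Xylenol orange chromogenic assay: hydroperoxide from 12hLO oxidises Fe(II), giving red-shifted Fe(III)-XO absorbance. Conditions: 150 nM enzyme, 40 uM arachidonic acid, 25 mM Hepes pH 7.0, 0.01% Triton X-100, 30 min, room temperature.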
IMPase cell inh: IMPase inhibition in cells | P97697 | CHO-M1 cells, IP1 accumulation, HTRF TR-FRET ratio | inhibition (IP1 accumulation), % at 46.1 µM | 120,000 tested, under 10 active | AID 901; active means well fitted curve in the direction sought with a large enough effect in the signal ratio, not every such curve was filed as active; inconclusive means small, poorly fitted or top-dose-only effect, or a change in a side signal; inactive means no such curve, though single readings can be large or run the other way; the % refers to the signal ratio;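 further: cells stimulated with carbachol in lithium chloride buffer; plate controls were DMSO basal wells for no effect and reference inhibitor wells for full effect; higher means more IMPase inhibition seen as more IP1 and lower FRET ratio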
Target sequence (P97697 whole entry, looked up): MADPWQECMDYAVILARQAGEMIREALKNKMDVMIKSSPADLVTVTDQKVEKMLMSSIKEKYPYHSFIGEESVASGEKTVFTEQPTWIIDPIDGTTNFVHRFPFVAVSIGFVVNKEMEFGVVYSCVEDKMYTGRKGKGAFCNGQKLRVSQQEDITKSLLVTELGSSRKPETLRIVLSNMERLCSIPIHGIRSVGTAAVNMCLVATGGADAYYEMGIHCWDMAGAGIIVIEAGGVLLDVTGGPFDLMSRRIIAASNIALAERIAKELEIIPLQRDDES
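In this qHTS, compounds (final up to 46 uM) act on CHO-M1 cells that are then activated through the M1 receptor with carbachol, in pH 7.4 buffer containing 50 mM LiCl, for 30 min. IP1 accumulation is quantified by the IP-One immunoassay.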
ALOX15B inhib: inhibitors of human 15-lipoxygenase 2 (ALOX15B) | purified 15hLO-2, xylenol orange hydroperoxide absorbance | Potency, µM (titrated, usually from 57.1 µM), for the others: at the highest dose activity change, negative = inhibition, hits mostly inhibitors | 110,000 tested, 0.56% active | AID 881; further: potency means the concentration at half of the fitted maximal effect; nearly all actives have a fitted effect of over 60% in size; many of its hits are not listed in these tables
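Purified human 15hLO-2 (50 nM final) preincubated with compounds 15 min at room temperature in 25 mM Hepes pH 7.5, 0.01% Triton X-100, then 45 uM arachidonic acid added for 90 min; hydroperoxide detected via ferrous/xylenol orange, 573/405 nm absorbance ratio.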
PNC assembly inh: perinucleolar compartment assembly inhibition | PC3M PTB-GFP, PNC prevalence imaging, 16 h; active compounds read low | activity change (PNC), negative = inhibition, % at 10 µM | 140,000 tested, 3.1% active;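 active means readout at or below -70, meaning at least 70% loss of cells showing the perinucleolar compartment, a nuclear body marking cancer cells; inconclusive means readout between -30 and a set limit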;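 further: plate controls were DMSO wells for no effect and camptothecin positive control wells for full effect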
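PC3M cells stably expressing PTB-GFP, 750–1000 cells/well, treated 16 h at 37 °C with compound (23 nl of library stock), in duplicate. After paraformaldehyde fixation and Hoechst stain, imaged at 20x; PNC prevalence scored by image analysis.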
Starred values were filed as active, the others as inactive; ? = inconclusive; · = not tested or not shown; [ ] = dose if it differs, or a comment. Unless noted, the call rests on the fitted dose curve; in most records, active means well fitted curve in the direction sought with a large enough effect; inconclusive means small, poorly fitted or top-dose-only effect, or another doubt; inactive means no such curve, though single readings can be large; an effect the other way counts as inactive or inconclusive. Unless noted, on the % scale 0 is the no-effect control and ±100 the full control effect. Only part of the results is shown. The share of hits here may be higher or lower than overall.

nr	IMPase cell inh	12-hLO inh	ALOX15B inhib	PNC assembly inh	Structure
1	7	-3%	4%	25	O=C(CCCn1c(SCC(=O)NCC2CCCO2)nc2ccccc2c1=O)NCC1CCCO1 (stereo not given)
2	·	3%	·	?	Cc1ccc(C(=O)N/N=C\c2ccc([N+](=O)[O-])s2)cn1
3	3	-1%	0%	2	COc1ccc(OCCSc2ncnc3nc[nH]c23)cc1
4	18	-9%	6%	42	CC(C)c1ccc2oc(=O)cc(CN3CCN(c4ccc(F)cc4)CC3)c2c1
5	4	-3%	·	16	Cc1ccc(/C=C/C(=O)c2ccc(C)cc2)cc1
6	·	0%	·	12	Cc1cccc(OCC(=O)Nc2cccc(C(=O)NCC(C)C)c2)c1
7	1	3%	·	35	N=c1c(C(=O)NCc2ccc(F)cc2)cc2c(=O)n3ccccc3nc2n1Cc1ccco1
8	·	0%	·	-3	CCC1S/C(=N/N=C/c2ccco2)N(c2ccc(F)cc2)C1=O (stereo not given)
9	6	-22%	64%[activator]	-27	CCN(CCNC(=O)C1CCCN(Cc2nc(-c3ccc(OC)cc3)oc2C)C1)c1ccccc1 (stereo not given)
10	-3	0%	·	-29	O=C(NCc1cccs1)c1ccc([N+](=O)[O-])cc1Cl
11	5	2%	0%	28	Cc1sc2nc(CN3CCN(S(=O)(=O)c4cccc5nonc45)CC3)[nH]c(=O)c2c1C
12	-8	-2%	·	-9	Cc1ccc(Nc2nnc(SCC(=O)Nc3ncc(C(F)(F)F)cc3Cl)s2)cc1
13	8	-2%	5%	15	O=C(COC(=O)c1cccc(Oc2ccccc2)c1)NCc1ccco1
14	11	2%	2%	17	Cn1c(SCc2ccccc2F)nnc1-c1cnccn1
15	-1	-4%	-7%	-107*	CC(=O)Nc1cccc(Oc2cc(C#N)c(C#N)cc2N2CCOCC2)c1
16	·	-21%	·	?	CCOc1cccc(C(=O)NC(=S)NCc2cccnc2)c1
17	·	11%	·	-14	Cc1[nH]n(-c2ccccc2)c(=O)c1C=Nc1cccc2cccnc12
18	8	-5%	-7%	-2	O=c1cc2c(nn1Cc1ccc(Cl)cc1Cl)-c1ccccc1CC2
19	·	-3%	·	-2	O=C(C(=C1NCCN1)n1cncn1)c1ccccc1
20	-5	-11%	-26%	?	CCCCn1c(N2CCC(Cc3ccccc3)CC2)nc2c1c(=O)[nH]c(=O)n2C
21	26	-1%	8%	4	CC(C)C(O)(C#CCN1CCCCC1)c1ccccc1 (stereo not given)
22	-1	-3%	44%[activator]	6	Cc1ccccc1CN1CCN(CC(=O)NCCCN2CCN(c3ccc(F)cc3)CC2)C1=O
23	-9	-1%	0%	?	CCOC(=O)c1sc(NC(=O)c2c(OC)cccc2OC)nc1C
24	6	1%	·	-28	COc1ccc(OC)c(NC(=O)c2ccc3nc(-c4ccccc4)c(-c4ccccc4)nc3c2)c1
25	·	-1%	·	-90*	O=C(CNC(=O)c1ccc(F)cc1)N/N=C/c1cn[nH]c1-c1ccccc1
26	-4	-4%	9%	-18	COc1ccccc1N1CCN(C(=O)COc2ccc(Cl)cc2)CC1
27	·	-2%	·	?	O=C(NC(c1ccccc1)C(Cl)Cl)c1ccccc1 (stereo not given)
28	4	3%	2%	20	C=CCSc1nc(C)c(CC=C)c(=O)[nH]1
29	1	-5%	1%	?	CCCNC(=O)c1ccccc1NC(=O)c1ccc(CSc2ccccc2)cc1
30	5	2%	6%	?	C=CCc1ccc(OCCCOc2ccc(C)cc2OC)c(OC)c1

In another format: 2 of the compounds above.
[25] O=C(CNC(=O)c1ccc(F)cc1)N/N=C/c1cn[nH]c1-c1ccccc1
[26] COc1ccccc1N1CCN(C(=O)COc2ccc(Cl)cc2)CC1

| Screen / compound no. | 25 | 26 |
| --- | --- | --- |
| IMPase cell inh | · | -4 |
| 12-hLO inh | -1% | -4% |
| ALOX15B inhib | · | 9% |
| PNC assembly inh | -90* | -18 |

Later entries
nr	IMPase cell inh	12-hLO inh	ALOX15B inhib	PNC assembly inh	Structure
31	·	1%	·	47	COc1ccc(OC)c(/C=N/Nc2nncn2/N=C/c2cc(OC)ccc2OC)c1
32	·	-1%	·	156	Cc1ccc(-n2c(C)nc3ncnc(-c4ccccc4)c32)cc1
33	4	-1%	-2%	28	COc1ccc(S(=O)(=O)N(CC(=O)NC2CC2)c2ccc(C)cc2)cc1OC
34	0	2%	13%	4	O=C(CNC(=O)c1cccc(Br)c1)NCCc1nc2ccccc2[nH]1
35	?	0%	·	-20	COc1ccc(-c2nc(CS(=O)(=O)CC(=O)NCCc3cc(OC)ccc3OC)c(C)o2)cc1
36	·	0%	·	?	COc1ccc(C(=O)Oc2cc(C)[nH]c(=O)c2[N+](=O)[O-])cc1
37	16	-5%	·	-2	N#CC(C#N)=C1C=CC=CN1/C(=C\c1ccco1)C(=O)c1ccccc1
38	·	-2%	·	-4	Cc1cc(C)nc(SCc2ccc(C(=O)NNC(=O)Nc3cccc(Cl)c3)cc2)n1
39	-10	1%	-4%	10	CS(=O)(=O)c1ccc2nc(NC(=O)Oc3ccccc3)sc2c1
40	·	-1%	2%	·	Cn1c(=O)cnc2cnc(Oc3ccccc3)nc21
41	-1	-8%	23%	?	c1ccc2c(-c3nc(C4CCCCC4)no3)cc(-c3ccncc3)nc2c1
42	?	10%	-4%	?	Cc1nc(N(C)C)c2sc(=S)n(C)c2n1
43	-3[1.84 µM]	25%	-7%[11.4 µM]	21	CCc1c(C)nc2[nH]nc(-c3ccccc3C)n2c1=O
44	7	-5%	0%	-6	CCC12CC3CC(C1)CC(C(=O)O)(C3)C2
45	11	-1%	-3%	?	Cc1cc(C)nc(SCCC(=O)Nc2ccccc2)n1

Fetched by structure from the list above, 3 records:
nr	IMPase cell inh	12-hLO inh	ALOX15B inhib	PNC assembly inh	Structure
40	·	-1%	2%	·	Cn1c(=O)cnc2cnc(Oc3ccccc3)nc21
39	-10	1%	-4%	10	CS(=O)(=O)c1ccc2nc(NC(=O)Oc3ccccc3)sc2c1
20	-5	-11%	-26%	?	CCCCn1c(N2CCC(Cc3ccccc3)CC2)nc2c1c(=O)[nH]c(=O)n2C

Other compounds:
nr	IMPase cell inh	12-hLO inh	ALOX15B inhib	PNC assembly inh	Structure
46	0	-1%	·	?	CCc1ccc(N2C(=O)CC(NNc3nc4ccccc4s3)C2=O)cc1 (stereo not given)
47	-1	-7%	5%	-10	Cc1onc(-c2ccccc2Cl)c1C(=O)Nc1cccc(-c2nc3ncccn3c2C)c1
48	5	3%	-4%	?	O=C1CCCN1C(=O)CCC(=O)N1CCCC1=O
49	-17	-7%	2%	6	CCOC(=O)c1c(C)[nH]c(C)c1C(=O)COC(=O)C1CCCN1S(=O)(=O)c1ccccc1F (stereo not given)
50	12	-4%	-3%	·	CSC(N)=NCCC[C@@H](N)C(=O)O
51	4[1.84 µM]	?	-20%[11.4 µM]	-22	O=C1CS/C(=N\C(=O)N2c3ccccc3Sc3ccccc32)N1
52	-5	-1%	7%	?	CCCCCCCC(=O)N/N=C/c1ccc(Br)cc1
53	-5	-6%	·	42	COc1ccc(C(=O)N=C2CCC(C#N)=C3c4cc(OC)c(OC)cc4CCN23)cc1
54	·	-3%	·	29	NC(=NCCc1ccc(Cl)cc1)NS(=O)(=O)c1ccc(F)cc1
55	2	-1%	12%	-25	CCOC(=O)c1ccc(NC(=O)N2CCN(Cc3cccc(F)c3)CC2)cc1
56	-6	-1%	8%	47	CS(=O)(=O)N(CC(=O)NCC1CCCO1)c1cc(Cl)cc(Cl)c1 (stereo not given)
57	2	3%	1%	-88*	CS(=O)(=O)c1ccc(N)cc1
58	-2	3%	-2%	1	CCN(CC)C(=O)CSc1nnc2sc3ccccc3n12
59	-5	1%	·	80	O=c1oc2ccc(Br)cc2cc1S(=O)(=O)c1ccc(F)cc1
60	1	-10%	-6%	35	COc1ccc(-c2nn3c(-c4ccco4)nnc3s2)cc1OC
61	-6	-18%	29%	?	CCCCCCOC(=O)C(C#N)c1nc2ccccc2nc1N1CCN(C)CC1 (stereo not given)
62	·	-7%	14%	·	COC(=O)[C@@]1(Cc2ccc(F)cc2)[C@H]2c3cc(C(=O)N4CCCC4)n(Cc4ccc(OC(F)(F)F)cc4)c3C[C@H]2CN1C(=O)c1ccccc1
63	·	2%	·	24	CCOC(=O)C(C(=O)OCC)C(Nc1ccccc1)c1ccccc1 (stereo not given)
64	·	-7%	·	?	O=C(NNc1nc(-c2ccc(Cl)cc2)cs1)c1ccco1
65	7	0%	5%	-10	O=C(O)C1C(c2ccccc2)C(C(=O)OCCCO)C1c1ccccc1 (stereo not given)
66	1	-3%	-3%	?	O=C(NCc1cccs1)c1cnc2ccccn2c1=O
67	1	1%	-8%	?	COc1ccc(CCNS(=O)(=O)c2ccc(C(=O)NCc3ccco3)cc2)cc1OC
68	·	-2%	·	34	O=C(Nc1ccc(-c2nc3cccnc3s2)cc1)C1CCCO1 (stereo not given)
69	·	0%	·	-26	CC1=C(C(=O)OC(C)C)C(c2cncc(-c3ccc(F)cc3)c2)C(C#N)=C(N)O1 (stereo not given)
70	3	4%	2%	-12	COc1ccccc1N1CCN(c2nc(-c3ccccc3)cc(C(F)(F)F)n2)CC1
71	-5	9%	·	3	CC(NC(=O)c1ccccc1Cl)c1nnc(SCC(=O)Nc2ccc(C(=O)O)cc2)n1C (stereo not given)
72	-6	7%	3%	-1	CCCNS(=O)(=O)c1ccc(CCC(=O)N2CCN(CC)CC2)cc1
73	4	-2%	?	56	COc1ccc(-c2cc(C(F)(F)F)n3ncc(C(=O)NCC4CCCO4)c3n2)cc1OC (stereo not given)
74	-4	4%	3%	49	CCOC(=O)CSc1ncc(-c2ccccc2)nn1
75	-5	0%	-1%	?	COc1ccc(-c2cn3cccnc3n2)cc1NC(=O)C1CC1
76	0	5%	-2%	12	COc1ccccc1NC(=O)CN1C(=O)C(C)Oc2ccccc21 (stereo not given)
77	-9	4%	-3%	?	CCOc1c(Cl)cnn(-c2ccc(C)cc2)c1=O
78	9	-3%	-3%	-2	Cc1nn(CC(N)=O)c(=O)c2ccccc12
79	·	6%	·	3	CCc1ccc(-c2csc(NC(=O)c3cccnc3)n2)cc1
80	2	2%	6%[2.29 µM]	?	Cc1nc(CCNS(=O)(=O)c2cccs2)cs1
81	3	-4%	-10%	?	Cc1cccc2c(=O)n3c(nc12)CCCCC3
82	-6	-1%	0%	23	O=C(CSc1nnnn1-c1ccccc1)Nc1nc(-c2ccccc2)ns1
83	?	-3%	12%	9	CC1=C(C(=O)NCc2ccccc2)C(c2cccs2)n2ncnc2N1 (stereo not given)
84	-4[1.84 µM]	-1%	10%[11.4 µM]	?	Cn1c(SCC(=O)N2CCN(c3cccc(Cl)c3)CC2)nnc1-c1ccncc1
85	·	-3%[11.4 µM]	19%[11.4 µM]	·	Cc1cc(OCc2nc(N)nc(N)c2-c2ccc(Cl)c(Cl)c2)ccc1[N+](=O)[O-]
86	8	-8%	9%	-100*	CCOC(=O)c1c(C)oc2cc(Br)c(OC(C)C(=O)OCC)cc12 (stereo not given)
87	3	-4%	-9%	34	O=C(NC12CC3CC(CC(C3)C1)C2)c1ccc(COc2ccc(Cl)cc2[N+](=O)[O-])o1
88	·	4%	·	-81*	NCCn1c(-c2ccccc2)cc(C(=O)O)c1-c1ccccc1F
89	-5	2%	0%	4	O=C(COC(=O)c1ccc(Br)o1)Nc1cccc(S(=O)(=O)N2CCCCCC2)c1
90	-2	-5%	3%	?	CCc1ccc(-c2cn3nc(C)c(C)nc3n2)cc1
91	-17	-8%	-8%	3	Cc1[nH]nc2c1C(C1CC=CCC1)C(C#N)=C(N)O2 (stereo not given)
92	·	0%[0.00818 µM]	-1%[0.0915 µM]	·	COc1ccccc1C1CC(=O)Oc2cc(OC)c(OC)c(OC)c21 (stereo not given)

Screens (PubChem)
